# Screening results: PubChem, several laboratories
# FXN GAA850 act – increases GAA850 frataxin promoter reporter activity; HEK293 lucGAA850 FXN promoter luciferase reporter, 24 h; percent of 10 µM SAHA response; activation, % at 6 µM; actives 0.56% (n = 360,000); AID 540364;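 active = activation above the average of all compounds screened plus 3 SD, cutoff fixed separately per campaign, cut at about 7.5% in these data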;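 also: 0% = DMSO wells and 100% = 10 µM SAHA wells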
# ARFGAP1 inhibitor – inhibitors of rat ARFGAP1 | Q62848 | Arfgap1-stimulated ARF1 GTP hydrolysis, GDP FP detection | inhibition, % at 16.5 µM | actives 0.26% (n = 360,000) | AID 651572;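 active = inhibition above a per-plate limit, mean inhibition of low control wells plus 3 SD, cut at about 25% in these data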;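 also: 0% = DMSO wells with enzyme and 100% = wells lacking Arfgap1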
#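 Replicates: Single well per compound | Assay system: Truncated rat Arfgap1 GAP domain | Control set: No-Arfgap1 wells (100%) versus DMSO full-reaction wells (0%) | Times: Enzyme reaction 120 min at 25 °C after 20 min preincubation | Reagent: Human ARF1(Δ1-17)-GTP substrate | Measured by: Tracer-displacement fluorescence polarization with EDTA stop, 620/688 nm | Measure: Percent inhibition of Arfgap1-stimulated GTP hydrolysis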
# ASAP1 GAP inh – ASAP1 ArfGAP inhibition. ASAP1-stimulated ARF1 GTP hydrolysis, GDP FP detection. inhibition, % at 16.5 µM. actives 0.19% (n = 360,000). AID 624377; in the data active = inhibition above about 25%;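 also: 0% = vehicle with enzyme and substrate and 100% = no enzyme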
# rCAG RNA binder – binds r(CAG) RNA repeats | actives 1.3% (n = 370,000) | r(CAG) RNA repeat, TO-PRO-1 dye displacement fluorescence | inhibition, % at 3 µM;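 active = inhibition above the plate cutoff, the mean of all test compounds on that plate plus 3 SD, cut at about 35% in these data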;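 also: 0% = DMSO alone and 100% = 100 µM mitoxantrone as full dye displacement; higher means more dye released from RNA so lower well fluorescence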
# NPR2 activator – GC-B (human) receptor activation; HEK293-GC-B cells, CNP EC30, cGMP TR-FRET; 0% at EC30 CNP, 100% saturating CNP; activation, % at 10 µM; P20594; actives 0.11% (n = 370,000);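 active = activation at 10 µM reaching about 35% in either raw or pattern-adjusted values, limit read from the data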
# proKLK7 act – activators of human kallikrein-7 zymogen; P49862; purified proKLK7, EDANS-DABCYL substrate fluorescence; 100% is mature enzyme control, 0% vehicle; activation, % at 7 µM; actives 0.9% (n = 370,000);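 active = activation above the mean of all tested compounds plus 3 SD, computed per campaign excluding outliers beyond control limits, cut at about 13% in these data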
# ADAM10 inh – inhibitors of human ADAM10 | AID 720582 | recombinant ADAM10, EDANS/DABCYL FRET peptide cleavage, 3 h | inhibition, % at 7 µM | O14672 | actives 0.62% (n = 370,000);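 active = inhibition above a per-campaign cutoff equal to the mean of compounds falling between control-based bounds plus 3 SD, cut at about 20% in these data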;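 also: 0% = DMSO wells while the 100% control is not disclosed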
# NPR1 activator – GC-A (human) enzyme activation; P16066; HEK293 GC-A cells, cGMP TR-FRET, EC30 ANP; 0% at EC30 ANP, 100% saturating ANP; activation, % at 10 µM; actives 0.14% (n = 370,000); AID 1671463; in the data active = activation above about 40%
# Target sequence (P16066 whole entry, looked up): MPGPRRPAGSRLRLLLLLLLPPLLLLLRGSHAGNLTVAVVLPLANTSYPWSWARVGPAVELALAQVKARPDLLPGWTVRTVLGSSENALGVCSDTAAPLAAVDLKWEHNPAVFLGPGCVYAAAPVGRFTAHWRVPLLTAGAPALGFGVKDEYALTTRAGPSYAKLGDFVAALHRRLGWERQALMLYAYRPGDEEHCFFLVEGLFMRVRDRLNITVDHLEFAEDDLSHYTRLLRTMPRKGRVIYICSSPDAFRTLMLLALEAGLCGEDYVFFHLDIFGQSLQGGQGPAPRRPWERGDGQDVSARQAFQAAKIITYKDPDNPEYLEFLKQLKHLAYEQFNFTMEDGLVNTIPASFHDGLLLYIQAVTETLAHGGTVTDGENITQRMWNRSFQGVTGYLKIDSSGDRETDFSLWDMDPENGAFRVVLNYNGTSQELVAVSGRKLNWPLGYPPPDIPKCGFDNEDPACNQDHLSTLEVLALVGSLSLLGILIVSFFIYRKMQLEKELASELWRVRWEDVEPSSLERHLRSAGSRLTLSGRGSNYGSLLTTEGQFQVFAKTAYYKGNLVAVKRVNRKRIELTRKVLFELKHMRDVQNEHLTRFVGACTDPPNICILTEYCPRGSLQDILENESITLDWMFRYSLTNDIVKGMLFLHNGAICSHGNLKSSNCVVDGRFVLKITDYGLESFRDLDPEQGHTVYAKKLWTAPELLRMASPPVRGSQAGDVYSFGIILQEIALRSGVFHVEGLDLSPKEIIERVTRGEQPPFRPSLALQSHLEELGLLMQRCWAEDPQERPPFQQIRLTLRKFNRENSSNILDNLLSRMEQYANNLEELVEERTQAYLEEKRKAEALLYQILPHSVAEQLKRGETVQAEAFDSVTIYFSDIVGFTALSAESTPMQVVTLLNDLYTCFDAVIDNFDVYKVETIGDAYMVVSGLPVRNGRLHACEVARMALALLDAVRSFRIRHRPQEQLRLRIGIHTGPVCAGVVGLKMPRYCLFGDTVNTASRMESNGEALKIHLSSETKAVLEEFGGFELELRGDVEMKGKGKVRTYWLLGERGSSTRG
# DDE Tn6 FP inh – inhibitors of Tn6 peptide binding to human fibrin DD(E) | P02675 | Fibrin DD(E) TRITC-Tn6 fluorescence polarization displacement | inhibition, % at 8.3 µM | actives 0.21% (n = 370,000);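 active = inhibition above a per-campaign cutoff: mean of compounds within control limits plus 3 SD, cut at about 15% in these data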;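 also: 0% = median of all compound wells on the plate and 100% = blocking peptide control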
# HGIII-sPLA2 inh – Blocks human group III sPLA2 activity. QFRET BODIPY PC-A2 liposome hydrolysis, fluorescence. inhibition, % at 12.2 µM. actives 0.56% (n = 370,000). AID 743126;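 active = inhibition above mean plus 3 SD of compounds lying within the high and low control bounds, cut at about 19% in these data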;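 also: 0% = median of test compound wells and 100% = no enzyme DMSO wells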
# Numbers without * were called inactive; i = inactive; . = no result given.
SMILES,FXN GAA850 act,ARFGAP1 inhibitor,ASAP1 GAP inh,rCAG RNA binder,NPR2 activator,proKLK7 act,ADAM10 inh,NPR1 activator,DDE Tn6 FP inh,HGIII-sPLA2 inh
Cc1ccc(F)cc1C(=O)N1CCCCC1c1cc(C(=O)Nc2ccc(F)c(Cl)c2)no1 (stereo not given),-1.4,-13,-3,3,2,0.1,-15,-5,1,8
CCOc1cccc(NC(=O)C2CC(=O)N(C)C2)c1 (stereo not given),-0.1,1,-12,1,-5,-1.8,8,0,-4,-1
Cc1ccc(SCCNC(=O)/C=C/c2ccccc2Cl)cc1,-1.2,6,4,-2,-4,-0.1,3,-5,1,-13
COc1ccccc1CNC(=O)c1cccc(S(=O)(=O)N(C)c2ccccc2)c1,-1.5,6,14,1,2,0.4,6,-4,-2,-9
Cc1ccccc1C(C)NC(=O)COC(=O)Cn1cc(C(F)(F)F)ccc1=O (stereo not given),2.0,-11,1,-1,1,0.1,2,-4,-4,-5
O=S(=O)(CCCc1ccccc1)c1ncn[nH]1,0.9,-6,12,3,6,0.2,4,0,-6,-6
CC12CCC(C(=O)NCc3ccccn3)(OC1=O)C2(C)C (stereo not given),0.5,-17,-7,-3,3,-0.5,5,0,1,1
COc1cc(C(=O)C(=O)N2CCN(c3ccccc3)CC2)cc2ccccc12,.,1,-7,10,-8,0.0,-13,-1,-3,-2
O=C1C[C@H]2CCCCC(=O)N3CC[C@@H](C1)[C@@H]23,1.6,-5,3,4,2,0.6,-2,2,8,6
Cc1ccccc1NC(=O)CNC(=O)N1CC(=O)Nc2ccccc21,2.5,-2,-2,0,-1,-0.5,-18,1,2,11
Cc1ccc(CNC2=NCCCCC2)n1C,-1.2,-7,0,-4,4,-0.4,-20,0,-3,0
C=C(C)c1sc(-c2ccccc2)nc1C,.,3,12,8,2,0.4,10,0,7,-1
O=C1c2ccccc2C(=O)N1CC(=O)N1c2ccccc2Sc2ccc(C(F)(F)F)cc21,-1.6,-2,6,-1,-7,0.2,4,-7,1,-1
CCc1ccc(-c2cc(C)no2)cc1S(=O)(=O)N1CCN(C(=O)c2ccco2)CC1,1.5,19,3,-2,-4,0.6,-1,-7,4,-1
CCOc1ccc(NC(=O)CNC(=O)c2ccc(OC)c(OC)c2)cc1,1.3,0,8,-1,5,3.5,-151,3,-6,-2
COc1cc(CNC(=O)c2cnccn2)cc(OC)c1,0.5,-1,-7,-2,2,0.4,-1,1,10,-5
Cc1ccc(CCNC(=O)c2cc(-c3ccncc3)nc3ccc(S(=O)(=O)N4CCOCC4)cc23)cc1,2.5,9,20,1,1,-0.2,-7,1,2,-2
CCCCCCN1CC(=O)N2Cc3[nH]c4ccccc4c3C[C@H]2C1=O,-0.4,3,4,2,4,10,-21,3,-6,-18
Cc1cc(C)nc(SCC(=O)O)n1,2.6,-2,-14,2,3,-0.3,-2,-2,0,2
COc1ccc(Cl)cc1S(=O)(=O)NC(C)C(=O)NCc1cccnc1 (stereo not given),0.6,-7,-8,-2,-1,0.2,1,4,-2,12
CCCN1C(=O)COc2ccc(C(=O)c3ccccc3C(=O)O)cc21,2.4,2,4,0,10,0.2,0,2,2,-6
COCC(C)NC(=O)CSc1nc2cc(S(=O)(=O)N3CCCCC3)ccc2o1 (stereo not given),-0.8,8,-1,5,-2,0.8,-16,2,-6,8
COc1ccc(CCN=C(N)NS(=O)(=O)c2cccs2)cc1OC,3.3,-10,16,3,1,-0.3,0,1,6,3
COc1ccc(/C=C2/SC(=S)N(CCCC(=O)Nc3ccc(O)cc3)C2=O)cc1,-13,2,2,12,-5,0.3,7,-5,-6,-42
Nc1nc[nH]c(=O)c1N=Cc1ccccc1,1.3,-6,4,-1,0,-1.6,-121,-1,-3,-2
SMILES,FXN GAA850 act,ARFGAP1 inhibitor,ASAP1 GAP inh,rCAG RNA binder,NPR2 activator,proKLK7 act,ADAM10 inh,NPR1 activator,DDE Tn6 FP inh,HGIII-sPLA2 inh
Cc1ccccc1NC(=O)NCCCN1CCN(c2ccccc2)CC1,2.3,0,-10,-7,5,-0.2,-2,-2,8,-7
Cc1ccc(S(=O)(=O)N2CCCCC2)cc1NC(=O)COC(=O)Cc1cccc2ccccc12,1.3,-2,5,5,1,-0.3,20*,-6,5,-35
Cc1cccn2cc(CCNS(=O)(=O)c3cccs3)nc12,4.2,-5,-4,-1,3,0.0,4,-3,-2,-5
CCc1ccc(-c2cn(C3CCCCC3)c(=S)[nH]2)cc1,8.0*,3,16,3,1,-0.1,29*,-1,-2,23*
COc1ccc(/C=C/C(=O)NC(=S)Nc2ccc(Br)cn2)cc1,4.7,-9,11,9,6,-0.2,-1,-4,6,4
CCOCCCN(CCC#N)C(=O)C1CCN(S(=O)(=O)c2ccc(-n3cnnn3)cc2)CC1,0.5,-5,-2,0,4,-0.3,0,7,1,3
Cc1ccc(-c2cc(C(=O)N3CCN(c4ccccc4O)CC3)c3ccccc3n2)cc1,2.8,-7,7,8,-5,-0.8,-8,4,-3,-13
COc1cc(-c2nnc(-c3ccc(S(=O)(=O)c4ccccc4)cc3)o2)cc(OC)c1OC,0.8,3,-4,1,-6,-0.2,-4,-1,11,-4
O=c1oc2cc(OCc3nn[nH]n3)ccc2c2c1CCCC2,2.4,-4,2,10,-1,-4.6,i,-2,-10,0
CCc1nnc(NC(=O)C2CCCN2S(=O)(=O)c2ccc(C)cc2)s1 (stereo not given),-0.8,14,2,4,1,-0.3,-4,-3,8,-3
O=C(C[n+]1cc(-c2ccc(Cl)c(Cl)c2)n2c1CCC2)OCc1ccccc1,1.4,16,1,9,1,0.1,-5,-1,-6,13
Nn1cnc2scc(-c3cccs3)c2c1=O,2.1,-5,15,0,3,0.2,-12,4,9,-1
CCCCn1c(N)c(N(CCOC)C(=O)COC(=O)CCOc2ccccc2)c(=O)[nH]c1=O,0.4,10,0,-10,-5,0.4,-5,0,3,10
CC(C)COCC(O)CC(Cc1ccccc1)C(=O)NN (stereo not given),7.2,0,-10,-4,-1,1.8,-1,4,4,-1
CC(=O)N/C(=C/c1ccc2c(c1)OCO2)C(=O)NCC(=O)O,0.0,-6,2,2,9,0.1,-8,-1,-3,-2
O=C(COc1ccc(-n2cnnn2)cc1)NCCc1ccc(F)cc1,-1.3,6,0,-1,1,0.4,6,-3,3,6
C[C@@H]1CCCCO[C@@H](CN(C)S(=O)(=O)c2ccc(F)cc2)[C@@H](C)CN([C@H](C)CO)C(=O)c2cc(NC(=O)c3ccccc3)ccc2O1,2.3,3,12,9,1,0.4,1,2,-2,-18
COc1cc(NC(=O)CS(=O)(=O)c2ccccc2)cc(OC)c1OC,0.5,5,4,7,-3,0.2,-8,-1,3,-3
COc1ccccc1NC(=O)C1CCCCC1,-1.9,1,-5,-4,0,-0.7,-1,2,0,0
O=C(N/C(=C/c1cccc([N+](=O)[O-])c1)C(=O)N1CCOCC1)c1ccccc1Br,-1.2,-15,-10,-4,6,-0.6,-9,-3,7,6
c1cc(-n2nnc3cnccc32)ccn1,0.2,3,7,3,-1,0.2,-2,8,1,-3
CC(C)NC(=O)CSc1nnc(C2CC2)n1-c1ccccc1,2.1,-2,-10,-6,7,-0.2,-1,3,-11,9
O=[N+]([O-])c1ccc(/C=N\NS(=O)(=O)c2ccc(F)cc2)o1,1.6,0,-21,1,1,0.3,-1,0,-10,7
Cc1cccc(N=C2NC(=O)CS2)c1,-0.7,-3,-5,3,5,0.0,4,2,-7,4
Cc1[nH]c2ccccc2c1SCC(=O)N1CCCCC1,-0.2,0,6,0,2,0.4,-10,-2,-3,4

# One compound at a time, as listed above. Values in the order: FXN GAA850 act	ARFGAP1 inhibitor	ASAP1 GAP inh	rCAG RNA binder	NPR2 activator	proKLK7 act	ADAM10 inh	NPR1 activator	DDE Tn6 FP inh	HGIII-sPLA2 inh
# `C[C@@H]1CCCCO[C@@H](CN(C)S(=O)(=O)c2ccc(F)cc2)[C@@H](C)CN([C@H](C)CO)C(=O)c2cc(NC(=O)c3ccccc3)ccc2O1` is listed as 2.3	3	12	9	1	0.4	1	2	-2	-18
# `O=C(COc1ccc(-n2cnnn2)cc1)NCCc1ccc(F)cc1` is listed as -1.3	6	0	-1	1	0.4	6	-3	3	6
# `CC(C)COCC(O)CC(Cc1ccccc1)C(=O)NN` (stereo not given) is listed as 7.2	0	-10	-4	-1	1.8	-1	4	4	-1

# Copied from the list:
# `O=C(N/C(=C/c1cccc([N+](=O)[O-])c1)C(=O)N1CCOCC1)c1ccccc1Br` in ADAM10 inh: -9
# `Cc1[nH]c2ccccc2c1SCC(=O)N1CCCCC1` in FXN GAA850 act: -0.2

# The results go on.
SMILES,FXN GAA850 act,ARFGAP1 inhibitor,ASAP1 GAP inh,rCAG RNA binder,NPR2 activator,proKLK7 act,ADAM10 inh,NPR1 activator,DDE Tn6 FP inh,HGIII-sPLA2 inh
Fc1ccc(COc2ccc(-c3nnco3)cc2)c(Cl)c1,3.7,0,3,1,0,0.6,6,14,4,-3
O=C(Cc1ccc([N+](=O)[O-])cc1)N1CCc2ccccc2C1,0.5,7,-2,-2,4,0.0,-7,-1,-4,1
COc1ccc(NS(=O)(=O)c2c(C)n(C)c(=O)n(C)c2=O)cc1,-0.1,0,0,0,7,0.2,2,2,2,-5
C/C(=N\OC(=O)c1cccc(C)c1)c1sc(-c2ccccc2)nc1C,-1.1,15,5,0,-1,0.1,-4,-1,6,0
N/N=C(/Cc1nc2ccccc2[nH]1)c1ccc([N+](=O)[O-])cc1,3.8,-15,6,12,-4,-0.8,3,-2,1,2
COCCn1c(SC(C)C(=O)NC2CC2)nnc1-c1cccc(C)c1 (stereo not given),-2.5,-7,-19,3,0,0.2,3,0,4,9
COc1ccccc1C(=O)Nc1ccc(OCC(=O)N2CC(C)OC(C)C2)cc1 (stereo not given),2.5,-6,-3,-2,-1,0.6,-3,1,2,-2
CCCCCOc1ccc(C2NC(=O)NC2=O)cc1 (stereo not given),1.5,-4,1,-1,-2,-0.8,-6,-1,5,-11
Cc1ccc(S(=O)(=O)Nc2cc(C(F)(F)F)ccc2N2CCOCC2)cc1,2.2,-4,3,-1,-3,-0.1,5,-11,5,-17
N/C(=N\OC(=O)N1c2ccccc2Sc2ccccc21)c1ccccc1,2.7,-6,2,1,-6,-0.8,-3,-9,-5,13
Cc1cccc(OCCC(=O)Nc2ccc(Cl)cc2F)c1,-0.5,-2,4,-2,-11,-0.4,7,1,-6,-4
CC(C)Oc1ccc(CNC(=S)N/N=C/c2ccc([N+](=O)[O-])cc2)cc1,0.2,-1,10,14,-12,-2.3,3,2,-2,1
O=C(COC(=O)c1cc(-c2cccnc2)nc2ccccc12)Nc1ccc(F)cc1F,3.9,-3,8,7,2,-1.1,-39,-2,-1,-27
CN1CCN(C(=O)C2=C[C@@H](c3ccccc3)C[C@@H](OCc3ccc(CO)cc3)O2)CC1,1.4,-2,7,-7,5,0.9,-2,2,3,2
CC(C)(CNC(=O)c1cc2ccccc2o1)N1CCOCC1,2.1,18,-9,-4,-1,0.6,-3,3,-12,4
O=C(O)c1ccc(N/N=C/c2ccc(OC(=O)c3ccccc3Cl)cc2)cc1,-1.7,-5,-2,81*,-3,-0.6,0,-5,-6,-56
O=C(NN1C(=O)C2C(c3ccccc3)C=CC(c3ccccc3)C2C1=O)c1ccncc1 (stereo not given),-1.6,6,-4,10,-8,0.1,6,-6,6,-17
